# Assay outcomes (PubChem)
# PPARg SRC-3 ag: promotes SRC-3 coactivator recruitment by human PPARgamma; P37231; biochemical PPARgamma/SRC-3 coactivator recruitment assay; activation, % at 8 µM; 200,000 compounds, 0.26% hits; AID 731; in the data active = activation above about 23%;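 note: 0% = DMSO and 100% = reference agonist; some compounds past the cut are filed as inactive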
# RAM network inh: blocks the yeast RAM network. S. cerevisiae dse1pr::URA3 reporter, 5-FOA growth OD615, 2 d; analog-sensitive cbk1-as2 kinase mutant strain. inhibition, % at 50 µM. AID 868. 190,000 compounds, 1.8% hits;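 active = inhibition above a set limit, 3 SD over mean compound inhibition, cut at about 8.4% in these data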;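 note: 0% = DMSO-only wells with no growth and 100% = 10 µM 1-NA-PP1 full growth; inhibition rescues growth on 5-FOA so higher OD means more RAM inhibition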
# TR-FRET SRC-2 ct: flags TR-FRET format artefacts in PPARgamma SRC-2 recruitment agonist screen. 200,000 compounds, 0.4% hits. TR-FRET ratio at 8 µM. TR-FRET artefact counter-screen; active compounds read high; in the data active = TR-FRET ratio above about 2000; note: inactives centre near 1500
# STAT3 inh: reduces IL-6 driven STAT3 reporter signal | U3A cells, IL-6 STAT3-luciferase reporter, luminescence; host cell line lacks STAT1 | inhibition, % at 5.5 µM | 190,000 compounds, 0.89% hits | AID 862;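 active = inhibition above the mean inhibition across all screened compounds plus 3 SD, cut at about 44% in these data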;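 note: 0% = DMSO only wells and 100% = 100 µM nifuroxazide control wells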
# STAT3 activator: STAT3 signaling activation | U3A cells, IL-6 STAT3-luciferase reporter, luminescence; 100% = signal with IL-6 EC80 alone | activation (% of control), % at 5.6 µM | 190,000 compounds, 0.91% hits | AID 871;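 active = activation above the screen-wide mean of compound activation plus 3 SD, cut at about 130% in these data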;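 note: 0% = background luminescence of wells with medium and substrate only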
#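 Assay system – human STAT1-deficient U3A cells with stable STAT3-luciferase reporter · Also added – IL-6 (33 ng/mL) · Schedule – compound 1 h, then IL-6 6 h at 37 °C · Technique – reporter luminescence signal · Evaluation – % activation versus median of IL-6-stimulated wells · Benchmarks – IL-6-only wells as 100% reference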
# PPARg SRC1 recr: agonists of human PPARgamma SRC-1 coactivator recruitment | P37231 | PPARgamma-SRC-1 coactivator recruitment biochemical assay | activation, % at 8 µM | 200,000 compounds, 0.41% hits; in the data active = activation above about 19%;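 note: 0% = DMSO and 100% = reference agonist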
# TLR4-MyD88 BLA: TLR4-MyD88 interaction inhibition in cells; O00206+Q99836; HeLa CL3-4 TLR4/MyD88 BLA complementation, FRET ratio; inhibition, % at 8.4 µM; 200,000 compounds, 0.18% hits; AID 861; in the data active = inhibition above about 25%;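 note: 0% = vehicle and 100% = reference inhibitor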
# Target sequence (O00206 whole entry, looked up): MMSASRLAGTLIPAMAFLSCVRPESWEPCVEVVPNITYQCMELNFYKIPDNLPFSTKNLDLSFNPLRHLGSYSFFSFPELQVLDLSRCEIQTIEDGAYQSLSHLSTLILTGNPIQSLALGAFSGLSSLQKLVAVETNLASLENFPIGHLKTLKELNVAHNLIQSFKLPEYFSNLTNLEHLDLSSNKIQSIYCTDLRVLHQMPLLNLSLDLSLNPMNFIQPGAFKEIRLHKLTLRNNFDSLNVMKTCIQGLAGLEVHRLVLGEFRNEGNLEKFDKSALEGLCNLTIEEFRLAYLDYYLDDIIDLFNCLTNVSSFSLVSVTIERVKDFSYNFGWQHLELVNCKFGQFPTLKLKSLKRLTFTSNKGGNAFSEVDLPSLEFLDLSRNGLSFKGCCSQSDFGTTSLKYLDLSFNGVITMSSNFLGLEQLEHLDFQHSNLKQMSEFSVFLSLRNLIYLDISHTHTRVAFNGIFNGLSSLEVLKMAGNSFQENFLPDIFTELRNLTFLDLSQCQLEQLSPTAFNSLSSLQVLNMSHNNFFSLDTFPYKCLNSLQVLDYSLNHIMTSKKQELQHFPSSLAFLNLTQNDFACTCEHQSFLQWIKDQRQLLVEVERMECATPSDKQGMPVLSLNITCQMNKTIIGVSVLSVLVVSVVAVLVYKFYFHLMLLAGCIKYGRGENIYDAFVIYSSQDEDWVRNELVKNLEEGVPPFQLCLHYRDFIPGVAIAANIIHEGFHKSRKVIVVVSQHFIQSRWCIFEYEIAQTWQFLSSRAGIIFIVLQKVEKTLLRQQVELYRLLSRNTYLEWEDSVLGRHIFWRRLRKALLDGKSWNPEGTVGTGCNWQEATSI
# Target sequence (Q99836 whole entry, looked up): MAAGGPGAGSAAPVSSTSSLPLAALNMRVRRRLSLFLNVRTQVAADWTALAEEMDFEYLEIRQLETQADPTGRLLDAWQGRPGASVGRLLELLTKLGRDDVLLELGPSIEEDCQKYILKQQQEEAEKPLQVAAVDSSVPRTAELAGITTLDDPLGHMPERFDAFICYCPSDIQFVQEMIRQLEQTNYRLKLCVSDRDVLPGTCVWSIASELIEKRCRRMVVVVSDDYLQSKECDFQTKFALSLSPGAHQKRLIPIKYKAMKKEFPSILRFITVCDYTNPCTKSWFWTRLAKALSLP
# S1P3 antag: S1P3 (human) receptor antagonism. 170,000 compounds, 0.27% hits. inhibition, % at 4.98 µM. AID 485. CHO S1P3 NFAT-BLA reporter, FRET fluorescence, antagonist mode;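 active = inhibition above the plate cutoff, the mean inhibition of test wells on that plate plus 3 SD, cut at about 28% in these data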;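 note: cells challenged with S1P at its EC80 of 0.8 µM; blue over green emission ratio from cleaved BLA substrate after 4 h stimulation; 0% = S1P-stimulated wells and 100% = unstimulated DMSO-only wells; some compounds past the cut are filed as inactive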
# ROMK primary: human ROMK K+ channel modulation, primary screen. P48048. Tet-inducible ROMK, thallium flux fluorescence; actives lie on both sides. B-score at 10 µM. 130,000 compounds, 2% hits;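 active = signal ratio slope over the read window, or its plate-corrected B-score, at least 3 SD from the plate mean, either direction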;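 note: B-score of the F/F0 ratio slope over 7 to 12 s after thallium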
# STAT1 blocker: inhibitors of IFN-gamma induced STAT1 signaling; 200,000 compounds, 0.35% hits; inhibition, % at 5.5 µM; AID 920; NIH 3T3 STAT1-luciferase reporter, luminescence;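 active = inhibition above a set limit, the mean inhibition across all tested compounds plus 3 SD, cut at about 34% in these data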;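 note: 0% = IFN-gamma with DMSO and 100% = IFN-gamma with 300 µM nifuroxazide; values of inactives mirror those of a sister screen read the other way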
# PPARg SRC-2 ag: PPARgamma-driven SRC-2 recruitment agonism. P37231. PPARgamma LBD-SRC-2 recruitment, biochemical. activation, % at 8 µM. 200,000 compounds, 0.34% hits; in the data active = activation above about 22%;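 note: 0% = vehicle and 100% = reference agonist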
# * marks the source's active call; other numbers are inactive results; / = no result given.
SMILES,PPARg SRC-3 ag,RAM network inh,TR-FRET SRC-2 ct,STAT3 inh,STAT3 activator,PPARg SRC1 recr,TLR4-MyD88 BLA,S1P3 antag,ROMK primary,STAT1 blocker,PPARg SRC-2 ag
CC(C)c1ccc(NC(=O)C(c2ccccc2)N2CC(=O)Nc3ccccc32)cc1 (configuration not stated),1,4.8,1312,-4,104,-3,12,-26,1.9*,-10,13
O=C(Nc1ccc2c(c1)OCO2)N1CCN(c2cccc(C(F)(F)F)c2)CC1,2,1.6,1470,15,89,5,-3,11,/,3,7
COc1ccccc1C1C=C(c2ccc(Cl)cc2)Nc2nc(NS(C)(=O)=O)nn21 (configuration not stated),-7,0.8,1465,7,97,1,5,-10,/,5,-4
O=C(NNC1OC(CO)C(O)C(O)C1O)c1cccc(Br)c1 (configuration not stated),0,0.4,1391,5,107,-6,-5,-1,-0.028,-11,-10
O=c1c2cc(-c3ccccc3)sc2nc2n1CCC2,4,3.2,1540,41,69,2,-5,8,-0.058,-47,2
Cc1ccc(NC(=O)c2ccccc2OCc2ccc([N+](=O)[O-])cc2)nc1,2,2.9,1674,7,99,-1,-12,12,-0.68,-13,3
COc1ccc(C(=O)C2=NN(C(C)=O)CC2c2ccco2)cc1 (configuration not stated),4,-0.4,1639,12,93,6,-6,2,/,5,2
CC1CCc2c(C(=O)Nc3ccc(OC(F)(F)F)cc3)csc2C1 (configuration not stated),-4,-0.6,1507,7,93,-1,-4,-6,/,1,6
NC(=O)/C(=N\OC(=O)c1ccco1)c1nc(-c2ccc(Br)cc2)cs1,17,4.0,1703,3,100,2,19,/,/,-12,7
COC(=O)C1=C(C)N(Cc2cccnc2)C(=O)/C1=C\c1cccs1,0,3.4,1577,4,99,-2,-3,-15,/,6,5
CCCOc1ccc(N2C(=O)CC(N3CCC(c4nc5ccccc5o4)CC3)C2=O)cc1 (configuration not stated),-1,5.1,1543,8,101,-1,-20,-9,-0.0058,-1,4
CCC(=O)N(C1=C(NC)C(=O)c2ccccc2C1=O)C(C)C,-4,1.8,1424,-1,103,-2,-1,-16,1.7,7,-4
CC(=O)N1CCc2ccc(S(=O)(=O)Nc3ccccc3Cl)cc21,8,-0.4,1468,7,100,3,11,-7,-0.36,17,5
COc1ccc(N2CCN(c3nc(Cl)nc(Nc4ccc(F)cc4)n3)CC2)cc1,-2,6.1,1493,2,98,1,3,-1,0.26,-2,6
CCC(C)NC(=O)c1ccc(C(=O)c2ccccc2)cc1 (configuration not stated),6,3.9,1514,9,96,-5,5,-2,-0.091,-17,1
Cn1cc(Cl)c(C(=O)NC2CCCCCC2)n1,-6,1.1,1696,-2,105,1,0,-39,0.28,5,3
Cc1cc(C)c2nc(SCCC#N)nc(C)c2c1,-4,-0.8,1605,21,87,4,-2,/,-0.71,-9,2
C=CCNC(=O)C1CCN(S(=O)(=O)c2ccc(Br)cc2)CC1,1,2.6,1664,0,105,5,0,-9,-0.51,10,-3
Cc1ccc(C(=O)OCC(=O)Nc2ncc(Cl)cc2Cl)cc1NC(=O)c1ccco1,-7,1.6,1719,5,97,4,6,/,1.1,3,7
CCn1c(COc2ccccc2)nc2ccccc21,-11,-1.0,1423,20,85,-6,11,/,/,-11,-7
COc1ccccc1N1CCN(C(c2ccccn2)c2nnnn2C2CCCCC2)CC1 (configuration not stated),-3,1.6,1520,1,100,-3,-5,/,/,7,2
Cc1nc2c(-c3ccc(F)cc3)c(C)nn2c(C)c1CCC(=O)NCc1ccco1,3,-0.2,1697,18,89,2,-1,/,/,5,1
Cc1ccc2cc(C(c3nnnn3C3CCCC3)N3CCN(c4ccccc4)CC3)c(=O)[nH]c2c1 (configuration not stated),13,2.6,1567,14,91,1,1,-11,-0.3,11,-3
COc1ccc(/C=C(/C#N)c2cccnc2)cc1OC,-1,1.7,1491,2,100,5,-1,-10,/,-4,7
O=c1[nH][nH]c(-c2ccccc2O)c1C(C[N+](=O)[O-])c1ccc(Br)cc1 (configuration not stated),5,0.7,1752,-11,114,6,-3,-24,-0.51,5,2

# Reprinted at random: 7 entries already listed.
SMILES,PPARg SRC-3 ag,RAM network inh,TR-FRET SRC-2 ct,STAT3 inh,STAT3 activator,PPARg SRC1 recr,TLR4-MyD88 BLA,S1P3 antag,ROMK primary,STAT1 blocker,PPARg SRC-2 ag
CC(=O)N1CCc2ccc(S(=O)(=O)Nc3ccccc3Cl)cc21,8,-0.4,1468,7,100,3,11,-7,-0.36,17,5
NC(=O)/C(=N\OC(=O)c1ccco1)c1nc(-c2ccc(Br)cc2)cs1,17,4.0,1703,3,100,2,19,/,/,-12,7
Cc1ccc(C(=O)OCC(=O)Nc2ncc(Cl)cc2Cl)cc1NC(=O)c1ccco1,-7,1.6,1719,5,97,4,6,/,1.1,3,7
O=C(NNC1OC(CO)C(O)C(O)C1O)c1cccc(Br)c1 (configuration not stated),0,0.4,1391,5,107,-6,-5,-1,-0.028,-11,-10
COc1ccccc1C1C=C(c2ccc(Cl)cc2)Nc2nc(NS(C)(=O)=O)nn21 (configuration not stated),-7,0.8,1465,7,97,1,5,-10,/,5,-4
COc1ccc(C(=O)C2=NN(C(C)=O)CC2c2ccco2)cc1 (configuration not stated),4,-0.4,1639,12,93,6,-6,2,/,5,2
CCn1c(COc2ccccc2)nc2ccccc21,-11,-1.0,1423,20,85,-6,11,/,/,-11,-7

# Limited to PPARg SRC1 recr, RAM network inh and S1P3 antag, for 3 of the compounds above:
SMILES | PPARg SRC1 recr | RAM network inh | S1P3 antag
NC(=O)/C(=N\OC(=O)c1ccco1)c1nc(-c2ccc(Br)cc2)cs1 | 2 | 4.0 | /
COC(=O)C1=C(C)N(Cc2cccnc2)C(=O)/C1=C\c1cccs1 | -2 | 3.4 | -15
CCCOc1ccc(N2C(=O)CC(N3CCC(c4nc5ccccc5o4)CC3)C2=O)cc1 (configuration not stated) | -1 | 5.1 | -9

# Next part
SMILES,PPARg SRC-3 ag,RAM network inh,TR-FRET SRC-2 ct,STAT3 inh,STAT3 activator,PPARg SRC1 recr,TLR4-MyD88 BLA,S1P3 antag,ROMK primary,STAT1 blocker,PPARg SRC-2 ag
C=CCNC(=S)Nc1cccc(NC(=S)NCC=C)c1,3,0.9,1522,-2,105,-9,9,6,0.64,-1,9
O=[N+]([O-])c1ccc(N/N=C/c2cn(Cc3ccc(F)cc3)c3ccccc23)nc1,-2,5.4,1758,-6,101,4,-4,15,/,3,8
COC(=O)c1ccc(COc2cccc3c2CCN(Cc2cccc(C)c2)C3=O)o1,2,0.4,1697,2,97,2,-2,-6,/,4,9
Cc1ccc(/C=N\NC(=O)c2cc([N+](=O)[O-])cc([N+](=O)[O-])c2)o1,1,3.4,1654,4,96,-2,-16,8,/,4,-5
COc1ccc(CC(=O)Nc2c3c(nn2-c2cccc(C)c2C)CS(=O)(=O)C3)cc1,5,0.1,1747,1,102,-3,-3,/,/,-6,-1
O=C1CC[C@@H](C(=O)N2CSC[C@H]2C(=O)O)N1,-2,/,1286,/,/,-3,/,-3,/,/,2
CCc1ccc(C(=O)N2CCCC2)s1,-7,-0.5,1416,3,101,-4,3,10,0.23,-9,4
COc1ccccc1N1CCN(C(=O)c2cccc3c(=O)c(C)c(-c4ccccc4)oc23)CC1,3,3.7,1503,-3,104,7,-17,-25,-1.1,5,-3
CCN(CC)c1ccc2c(Cl)c(Br)c(=O)oc2c1,6,5.7,1681,-15,116,16,91*,28,/,15,12
COc1cc(C)nc(NS(=O)(=O)c2ccccc2)n1,11,1.3,1517,10,95,0,0,-15,/,2,4
COCCCNC(=O)C1CCCN(C(=O)Nc2ccc(OC)cc2)C1 (configuration not stated),-6,0.1,1305,2,100,3,-4,16,/,-5,-6
CCc1cccc2c(C(=O)C(F)(F)F)cn(CC(=O)NCC3CCCO3)c12 (configuration not stated),1,0.9,1402,5,102,-8,-9,-7,1.6,-4,-3
C=CCSc1nnc(Cc2c(C)[nH]c3ccccc23)o1,11,-0.3,1635,-8,111,1,6,14,/,8,4
CC(C)C(C(=O)Nc1cccnc1)N1C(=O)c2ccccc2C1=O (configuration not stated),4,2.1,1516,2,102,0,-6,-43,/,-6,-4
C/C(=N\Nc1nc(N2CCCCC2)nc(N2CCOCC2)n1)c1cccs1,1,2.7,1637,0,105,6,11,-1,0.028,4,4
COc1cc(O)c(CCO)c2c1C(=O)C[C@@H](C)O2,-1,1.3,1504,/,/,8,-3,-6,/,4,0
Cc1csc(=Nc2ccc(S(=O)(=O)N3CCOCC3)cc2)n1Cc1ccco1,-1,-0.6,1480,-9,111,8,1,22,/,4,1
COc1ccc(N2CCN(C(=O)Cn3cnc4c(cnn4-c4ccc(C)cc4)c3=O)CC2)cc1,-1,1.7,1534,3,102,-3,-18,-13,0.51,-2,12
CC(C)(C)c1ccc(C(CC(=O)O)NC(=O)CSc2ccccc2)cc1 (configuration not stated),-4,1.1,1594,6,104,2,2,1,1.6,1,-9
O=C(c1cccc(OC(F)F)c1)N1CCN(c2ncccn2)CC1,9,1.6,1750,15,89,0,-2,-9,/,1,5
CCOC(=O)C(C)(C)N(Cc1ccccc1C)S(=O)(=O)c1ccc(Cl)c([N+](=O)[O-])c1,-1,9.3*,1647,10,94,-1,6,-5,-0.0056,-6,-5
Cc1cc(NC(=O)CSc2nnnn2-c2ccc(C)c(C)c2)no1,7,3.9,1574,-6,107,2,-8,-4,-1.7,4,10
O=C(Cc1ccccc1)NCCC1=CCCCC1,-2,-0.4,1571,3,101,1,4,-4,-0.2,-3,-5
COc1ccc(Nc2nc(-c3ccccc3)c3ccccc3n2)cc1,9,0.9,1608,24,79,3,5,20,-0.95,8,13
Cc1ccc(-n2nc3cc(C)c(NC(=O)c4cccnc4)cc3n2)cc1,-2,5.8,1524,12,92,5,-11,/,/,-25,-12
CC(=O)c1cc(C#N)c(SCC(=O)OC(C)(C)C)nc1C,-2,1.3,1440,4,100,1,0,-25,-0.99,-12,3
O=C(COc1ccc(/C=N/NC(=O)c2ccccc2O)cc1)Nc1ccc([N+](=O)[O-])cc1,8,3.7,1488,-8,103,8,-1,3,/,2,1
CCn1c(=O)cc(SCC(=O)Nc2cccnc2)c2ccccc21,27*,-0.9,2082*,21,84,19*,3,6,/,5,45*
CCOC(=O)N1CCN(c2cc(N3CCN(CC)CC3)c(F)cc2[N+](=O)[O-])CC1C (configuration not stated),-5,3.3,1661,11,100,-7,5,/,/,0,-3
COc1nc(N2CCCC2)nc(-n2nnc(C(C)=O)c2C)n1,1,1.8,1561,24,83,8,-2,-13,/,-5,-2
